Screening results deposited in PubChem by several laboratories.
SKKanGAS inh: blocks kanamycin growth of S. pyogenes SKKanGAS strain | BacTiter-Glo, 6 h | 1.3% of 300,000 active | inhibition, % at 7.5 µM;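 active means mean replicate score, as percent of positive control median, at least 50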;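 further: strain carries kanamycin resistance gene driven by streptokinase promoter and grows in 40 µg/ml kanamycin; loss of luminescence reflects streptokinase promoter inhibition or plain growth inhibition; 0% = median of DMSO wells and 100% = positive control at its reference dose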
TRPC6 activator: activates the mouse TRPC6 cation channel; Q61143; HEK293-TRPC6 membrane potential dye fluorescence; active compounds read high; AID 2550; B-score at 10 µM; 0.13% of 310,000 active;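 active means B-score of the integrated fluorescence ratio above library mean plus 3 SD, and starting fluorescence ratio within library mean plus 5 SD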;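 further: higher score means more depolarization so channel activation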
TRPC4 inh: TRPC4 (mouse) channel inhibition | HEK293 TRPC4beta/mu-opioid, DAMGO-evoked Fluo4 calcium flux; active compounds read low | B-score at 10 µM | 0.39% of 300,000 active;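 active means B-score over 3 SD under the library average, no early fluorescence shift, positive overall ratio signal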
Target sequence (Q9QUQ5 whole entry, looked up): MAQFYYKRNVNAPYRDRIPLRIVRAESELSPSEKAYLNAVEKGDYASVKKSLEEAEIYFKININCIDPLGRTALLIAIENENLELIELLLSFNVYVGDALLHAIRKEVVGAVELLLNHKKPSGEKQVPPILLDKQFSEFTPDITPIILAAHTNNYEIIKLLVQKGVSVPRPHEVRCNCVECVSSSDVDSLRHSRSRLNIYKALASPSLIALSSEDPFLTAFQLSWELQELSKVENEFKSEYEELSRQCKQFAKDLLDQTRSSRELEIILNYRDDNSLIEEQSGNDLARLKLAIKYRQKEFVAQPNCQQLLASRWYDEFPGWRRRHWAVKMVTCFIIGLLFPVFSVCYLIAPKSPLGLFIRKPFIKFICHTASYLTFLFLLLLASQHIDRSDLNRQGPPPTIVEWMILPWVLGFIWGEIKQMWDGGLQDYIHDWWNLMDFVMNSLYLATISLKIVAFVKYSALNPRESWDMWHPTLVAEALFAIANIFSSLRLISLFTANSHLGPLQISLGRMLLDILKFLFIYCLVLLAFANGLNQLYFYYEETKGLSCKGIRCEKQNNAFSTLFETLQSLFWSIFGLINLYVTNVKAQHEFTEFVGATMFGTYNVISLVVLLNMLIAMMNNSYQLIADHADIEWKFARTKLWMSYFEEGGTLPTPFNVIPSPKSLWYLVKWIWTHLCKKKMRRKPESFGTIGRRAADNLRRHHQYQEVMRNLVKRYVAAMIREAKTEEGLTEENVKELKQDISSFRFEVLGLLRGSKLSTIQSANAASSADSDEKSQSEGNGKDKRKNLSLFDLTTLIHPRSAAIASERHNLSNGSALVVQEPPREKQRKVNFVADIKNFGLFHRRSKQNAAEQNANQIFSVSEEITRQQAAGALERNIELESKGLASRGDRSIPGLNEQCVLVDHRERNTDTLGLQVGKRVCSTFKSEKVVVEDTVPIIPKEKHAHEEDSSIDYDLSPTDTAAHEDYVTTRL
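Test system – stable TRPC4beta/mu-opioid receptor HEK293 cells · Probe or stimulus – DAMGO, a submaximal dose followed by a maximal one · Dosing – one concentration per compound · Signal – Fluo4 calcium fluorescence by kinetic imaging, 5 s 1 Hz baseline · Evaluation – per-well B score of integrated baseline-normalized Fluo4 ratio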
MrgX1 PAM: human MrgX1 positive allosteric modulation, primary screen; Q96LB2; MrgX1-HEK293, Fluo-4 calcium flux, FDSS; active compounds read high; B-score at 10 µM; 0.63% of 310,000 active;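 active means plate-corrected calcium response at least 3 library SD above typical, normal starting fluorescence, not activating the receptor alone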;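 further: compound read alongside a low EC10 to EC30 dose of BAM8-22 agonist; peak minus trough fluorescence over baseline measured at the second addition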
MrgX1 antagonist: human MrgX1 receptor antagonism, primary screen | Q96LB2 | MRGX1-HEK293 calcium flux, Fluo-4, BAM8-22 antagonism; active compounds read low | B-score at 10 µM | 1.3% of 310,000 active;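 active means calcium-response B-score plate-corrected more than 3 library SD below zero, starting fluorescence within 5 deviations, no agonist response on first addition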;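 further: peak minus trough fluorescence over baseline after final BAM8-22 challenge near maximal dose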
MrgX1 ag: human MrgX1 receptor agonism, primary screen. B-score at 10 µM. 0.44% of 310,000 active. Q96LB2. MrgX1-HEK293 cells, Fluo-4 calcium fluorescence, agonist mode; active compounds read high;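 active means calcium response B-score plate-corrected fluorescence ratio at least 3 library SD, with starting fluorescence B-score inside 5 SD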
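Material: MrgX1-expressing HEK293 cells / Dosing: compound as first of three additions / Incubation: overnight seeding, then 1 h dark dye loading / Signal: Fluo-4 NW calcium fluorescence / Evaluation: B-scored fluorescence response ratio / Benchmarks: positive and negative control wells on each plate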
Platelet DG rel: modulates dense granule release in human platelets | human platelet-rich plasma, SFLLRN dense granule ATP release, luminescence | inhibition, %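 (compounds screened at 7.5 µM in platelet-rich plasma)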 | 0.22% of 300,000 active | AID 1663;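 active means mean replicate score, as percent of positive control, at or above 50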
TRPC6 inh: mouse TRPC6 channel inhibition; B-score at 10 µM; 1.1% of 310,000 active; HEK293-TRPC6, membrane potential dye, ACh-evoked depolarization; active compounds read low; AID 2553; Q61143;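 active means B-score under library mean minus 3 SD, initial fluorescence not abnormally high, positive integrated signal ratio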;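 further: B-score derived from integrated fluorescence ratio over the kinetic read; more negative B-score means stronger inhibition of depolarization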
HIF act: HIF pathway transcriptional activation | 0.32% of 300,000 active | U2OS HRE-luciferase reporter, luminescence; normalized: DMSO 0%, desferrioxamine 100% | activation, % at 7.5 µM (by protocol);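 active means mean activation of at least 10% of the iron chelator positive control signal, with at least half of replicates also reaching 10%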
RGS4 block: inhibitors of human RGS4 | 0.45% of 310,000 active | P49798 | AID 463165 | HEK293 M3R/RGS4 inducible, Fluo-4 calcium flux; active compounds read high; triggered by carbachol at its EC20 | B-score at 10 µM;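 active means B-score, a plate-corrected calcium signal, over three deviations above library mean, with baseline fluorescence within five deviations of library mean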;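 further: RGS4 expression induced by doxycycline in cells with stable M3 receptor; B-score is computed from the integrated fluorescence ratio over baseline after carbachol; higher B-score means a larger calcium signal and so more RGS4 inhibition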
RGS4 act: potentiators or activators of RGS4; HEK293 M3R/inducible RGS4, carbachol calcium flux Fluo4; active compounds read low; AID 463111; 0.92% of 310,000 active; B-score at 10 µM;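 active means B-score of the integrated calcium signal more than 4 SD below the library mean, with starting fluorescence not abnormally high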;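 further: negative B-score means reduced calcium response which marks RGS4 activation or potentiation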
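Assay system: HEK293 FlpIn-TREx cells, stable M3R, doxycycline-inducible RGS4 / Probe or stimulus: carbachol, ECmax concentration / Times: overnight RGS4 induction, 30 min dye load 37 °C, 20 min compound RT / Signal: kinetic calcium fluorescence imaging with Fluo4-AM dye, 2 µM / Measure: Agonist-evoked peak-minus-minimum fluorescence over baseline, integrated ratio, B score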
Numbers without * were called inactive; i = inactive; / = no result given.

SMILES	SKKanGAS inh	TRPC6 activator	TRPC4 inh	MrgX1 PAM	MrgX1 antagonist	MrgX1 ag	Platelet DG rel	TRPC6 inh	HIF act	RGS4 block	RGS4 act
O=C(/C=C/c1ccc(Br)cc1)NCCCn1ccnc1	-6	i	i	i	i	i	3	i	-0.8	i	i
COc1ccc(-n2nc(C(=O)NCC(=O)N3CCN(c4ccc(F)cc4)CC3)c3ccccc3c2=O)c(OC)c1	4	i	i	i	i	i	4	i	2.3	i	i
Cc1cc(N2CCN(S(=O)(=O)c3ccccc3)CC2)nc2c(C)cccc12	7	i	i	i	i	i	-17	i	0.1	i	i
COc1ccccc1CNC(=O)CSCc1cnn(-c2ccccc2)c1-n1cccc1	12	i	i	i	i	i	-2	i	-0.6	i	i
O=C(CC1C(=O)NCCN1Cc1c(F)cccc1Cl)NCCCn1ccnc1 (stereo not drawn)	6	i	i	i	i	i	6	i	-0.3	i	i
C=C(C)CNC(=S)N/N=C/C1=CCC2CC1C2(C)C (stereo not drawn)	-3	i	i	i	i	i	-14	i	-0.4	i	i
CCc1cccc(C)c1NS(=O)(=O)c1cccs1	2	i	i	i	i	i	-2	i	-0.8	i	i
N=c1oc2ccccc2cc1C(=O)N/N=C/c1ccccc1	-5	i	i	i	i	i	43	i	0.7	i	i
Cc1ccc(C(=O)Nc2ncccc2S(=O)(=O)c2ccccc2)cc1	4	i	i	i	i	i	14	i	2.1	i	i
CCn1c(SCC(=O)Nc2ccc(C)cc2)nnc1-c1ccc(O)cc1	-11	i	i	i	i	i	-1	i	-1.3	i	i
Nc1ccc(N2CCOCC2)c(S(=O)(=O)Nc2cc(Cl)ccc2Cl)c1	14	i	i	i	i	i	3	i	-0.5	i	i
COc1ccc(OC)c(NC(=O)CN(C)S(=O)(=O)c2ccc3nc(C)sc3c2)c1	2	i	i	i	i	i	-3	i	-0.2	i	i
O=C(O)C(O)C(O)c1nc2ccccc2[nH]1 (stereo not drawn)	2	i	i	i	i	i	4	i	-0.2	i	i
CC(C)CNc1ncnc2c1cnn2Cc1ccc(Cl)cc1	2	i	i	7.4*	i	i	13	i	-1.0	i	i
COc1ncnc2c1NC1=C(S2)C(=NCCC(=O)O)CC(C)(C)C1	6	i	i	i	i	i	2	i	-0.4	i	i

Fetched by compound from above:
SMILES	SKKanGAS inh	TRPC6 activator	TRPC4 inh	MrgX1 PAM	MrgX1 antagonist	MrgX1 ag	Platelet DG rel	TRPC6 inh	HIF act	RGS4 block	RGS4 act
N=c1oc2ccccc2cc1C(=O)N/N=C/c1ccccc1	-5	i	i	i	i	i	43	i	0.7	i	i
Nc1ccc(N2CCOCC2)c(S(=O)(=O)Nc2cc(Cl)ccc2Cl)c1	14	i	i	i	i	i	3	i	-0.5	i	i

The list continues:
SMILES	SKKanGAS inh	TRPC6 activator	TRPC4 inh	MrgX1 PAM	MrgX1 antagonist	MrgX1 ag	Platelet DG rel	TRPC6 inh	HIF act	RGS4 block	RGS4 act
CCc1ccccc1Nc1nc(N)nc(COC(=O)CCS(=O)(=O)c2ccccc2)n1	-3	i	i	i	i	i	10	i	-0.4	i	i
Cc1ccccc1NCCNc1ccccc1C	3	i	i	i	i	i	4	i	-0.2	i	i
O=C(NCCn1cc(SCc2ccc(F)cc2)c2ccccc21)c1c(F)cccc1F	12	i	i	i	i	i	-2	i	-0.2	i	i
CCN(CC)S(=O)(=O)c1ccc(N2CCOCC2)c(NC(=O)Cc2ccccc2)c1	-4	i	i	i	i	i	0	i	-0.6	i	i
NNC(=O)c1nnn(-c2nonc2N)c1CN1CCc2ccccc2C1	-4	i	i	i	i	i	4	i	0.0	i	i
CC(=O)Nc1ccc(Nc2cc(-c3ccccc3)nc3ncnn23)cc1	3	i	i	i	i	i	31	i	-0.2	i	i
CCN(CC(=O)Nc1ccccc1C(F)(F)F)C(=O)c1ccc(=O)n(Cc2ccccc2)n1	2	i	i	i	i	i	18	i	0.2	i	i
COc1ccc(CNC(=O)CNC(=O)c2cccs2)c(OC)c1	2	i	i	i	i	i	-1	i	0.5	i	i
C=CCNCCCOc1ccc(Cl)cc1C(C)(C)C	5	i	i	i	i	i	-2	i	-0.5	i	i
CC(C)Cc1ccc(/C=C/C(=O)NC2CC2)cc1	-2	i	i	i	i	i	3	i	1.7	i	i
O=C(C1CCCN(c2ncnc3c2nc2n3CCCCC2)C1)N1CCCCC1 (stereo not drawn)	3	i	i	i	i	i	-4	i	-0.3	i	i
CC(=O)NC(CC(=O)OCC(=O)c1c(N)n(C)c(=O)n(C)c1=O)c1ccccc1 (stereo not drawn)	-9	i	i	i	i	i	-7	i	-0.2	i	i
O=Cc1ccc(OC(=O)/C=C/c2ccccc2)cc1	-2	i	i	i	i	i	0	i	-0.2	i	i
CC(C)(C)NC(=O)COC(=O)c1ccc2c(c1)C(=O)N(Cc1ccco1)C2=O	-1	i	i	i	i	i	-20	i	-0.4	i	i
COc1ccc(N2CCN(C(=O)[C@@H](NC(=O)c3ccccc3Cl)C(C)C)CC2)cc1	10	i	i	i	i	i	16	i	0.1	i	i
COc1ccccc1C(CCNS(=O)(=O)c1ccc(C)cc1)c1ccco1 (stereo not drawn)	6	i	i	i	i	i	5	i	0.0	i	i
Cc1ccnc(SCc2cc(=O)c(OC(=O)c3ccc(Cl)c([N+](=O)[O-])c3)co2)n1	0	i	i	i	i	i	0	i	-0.3	i	i
COc1ccc(/C=C/C(=O)c2ccc(Cl)cc2)c(OC)c1	-1	i	i	i	-4.9*	i	4	i	2.4	i	i
Cc1cc(=O)oc2cc(OCc3ccc(C(=O)OCC(=O)NC4CCS(=O)(=O)C4)cc3)ccc12 (stereo not drawn)	-1	i	i	i	i	i	-2	i	-0.3	i	i
COc1cc(CSc2ncn[nH]2)c(OC)cc1CSc1ncn[nH]1	1	i	i	i	i	i	1	i	0.4	i	i
Cc1c(N/C=C/C(=O)c2ccc(Cl)cc2)c(=O)n(-c2ccccc2)n1C	3	i	i	i	i	i	-1	i	0.2	i	i
Clc1ccc(-c2ccc(/C=N/Nc3nncc(-c4ccccc4)n3)o2)cc1	17	i	i	i	i	i	-5	i	-2.6	i	i
Cc1ccc2oc(=O)c3cnn(CC(=O)N(CCN(C)C)Cc4ccco4)c3c2c1	-3	i	i	i	i	i	4	i	-0.4	i	i
CCn1nnc(NC(=O)COc2cc(C)ccc2C(C)C)n1	-3	i	i	i	i	i	7	i	-0.6	i	i
O=C(Nc1ccccn1)c1ccc(CN(c2ccccc2)S(=O)(=O)c2ccccc2)cc1	-1	i	i	i	i	i	0	i	-1.1	i	i
O=C(O)c1cc(Sc2ccc(Br)cc2)nc2ccccc12	7	i	i	/	/	/	-8	i	-0.3	i	i
COc1ccc(NC2CS(=O)(=O)CC2NCc2ccco2)cc1 (stereo not drawn)	1	i	i	i	i	i	/	i	0.5	i	i
O=C(NC1CCOCC1)C1CCC(=O)N(Cc2ccc(Cl)cc2)C1 (stereo not drawn)	3	i	i	i	i	i	3	i	-0.2	i	i
COc1ccc(C(C)=O)cc1COC(=O)c1ccc2ccccc2n1	-3	i	i	i	i	i	1	i	-0.3	i	i
CCCCN1C(=O)Nc2ccccc2S1(=O)=O	-5	i	i	i	i	i	13	i	-0.1	i	i
CNS(=O)(=O)c1cccc(C(=O)OCc2cc(=O)oc3c(C)c(O)ccc23)c1	15	i	i	i	-9.4*	i	27	-6.3*	-1.2	i	-8.2*
O=C(NCC1CCCO1)c1onc(CSc2ccc(F)cc2)c1C(=O)O (stereo not drawn)	0	i	i	i	i	i	-2	i	-1.3	i	i
Cc1cc(=O)oc2cc(OCC(=O)NC(Cc3c[nH]c4ccc(O)cc34)C(=O)O)c(Cl)cc12 (stereo not drawn)	0	i	i	i	i	i	-1	i	-0.4	i	i
Cc1c(C(=O)c2ccccc2)c2ccccn2c1CCc1ccccn1	9	i	i	i	i	i	7	i	0.0	i	i
O=C(NCCC1=CCCCC1)c1ccc([N+](=O)[O-])cc1	3	i	i	i	i	i	2	i	0.7	i	i
O=C(Nc1ccccc1CC[N+](=O)[O-])N1CCN(c2ccccc2)CC1	-5	i	i	i	i	i	3	i	-0.1	i	i
Cc1cc(-c2cc(-c3ccc(Cl)cc3)on2)nc(NCC2CC2)n1	1	i	i	i	i	i	-4	i	-0.2	i	i
CCOC(=O)C(Cc1ccc(O)cc1)NC(=O)CCc1c[nH]c2ccccc12 (stereo not drawn)	-3	i	i	i	i	i	4	i	-0.8	i	i
COc1ccccc1CNC(=O)CN(C)S(=O)(=O)c1ccc(Br)s1	-6	i	i	i	i	i	4	i	0.6	i	i
O=C(OC1CCOC1=O)c1ccc2ccccc2n1 (stereo not drawn)	1	i	i	i	i	i	-1	i	-0.2	i	i
O=S(=O)(Nc1ccc(Cl)c(C(F)(F)F)c1)c1cnc[nH]1	5	i	i	i	i	i	-1	i	-0.5	i	i
O=S1(=O)CCN(Cc2cccc(Cl)c2)CC1	-4	/	/	i	i	i	-2	/	-0.1	/	/
Cc1ccc(-n2nccc2-c2nn(-c3cccc(C(F)(F)F)c3)c(=O)n(C)c2=O)cc1	6	i	i	i	i	i	-1	i	0.0	i	i
COc1cc(-c2cc(C(=O)Nc3cccc(S(=O)(=O)N(C)C)c3)c3ccccc3n2)cc(OC)c1OC	25	i	i	i	i	i	-5	i	1.1	i	i
COc1ccc(N2CC(C(=O)N[C@H](C(=O)NC3CCCC3)C(C)C)CC2=O)cc1 (stereo partly drawn)	-11	i	i	i	i	i	-8	i	0.1	i	i
CN(CC(=O)Nc1c(Cl)cccc1Cl)C(=O)c1ccc(-n2cncn2)c([N+](=O)[O-])c1	-13	i	i	i	i	i	-7	i	-0.3	i	i
Cc1ccc(S(=O)(=O)CCC(=O)OCC(=O)NCc2ccccc2)cc1	9	i	i	i	i	i	-4	i	-0.1	i	i
CON(C)S(=O)(=O)c1ccc2c(c1)N(Cc1ccc(C)cc1)C(=O)C1CCCN21 (stereo not drawn)	9	i	i	i	i	i	-1	i	-0.1	i	i
